# Screening data from PubChem BioAssay.
# TEAD-YAP block: TEAD-YAP interaction inhibition. HEK-TIYL cells, TEAD-Gal4/YAP UAS-luciferase luminescence. inhibition, % at 9.12 µM. actives 1.4% (n = 640,000); in the data active = inhibition above about 32%;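 also: 0% = median of test compound wells and 100% = reference inhibitor wells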
# FBW7 act: activators of human E3 ligase FBW7; Q969H0; AlphaScreen FBW7–phospho-cyclin E peptide binding, activator screen; normalized activity (activation), % at 26.1 µM; actives 0.13% (n = 650,000); AID 1259310; in the data active = normalized activity above about 1.9%;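 also: purified mutant Fbw7 with reduced substrate affinity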
# MITF inh: inhibitors of human MITF. actives 0.91% (n = 650,000). inhibition, % at 2.6 µM. AID 1259374. AlphaScreen MITF homodimerization, bead proximity signal; in the data active = inhibition above about 50%;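 also: 0% = vehicle wells with protein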
# Target sequence (O75030 whole entry, looked up): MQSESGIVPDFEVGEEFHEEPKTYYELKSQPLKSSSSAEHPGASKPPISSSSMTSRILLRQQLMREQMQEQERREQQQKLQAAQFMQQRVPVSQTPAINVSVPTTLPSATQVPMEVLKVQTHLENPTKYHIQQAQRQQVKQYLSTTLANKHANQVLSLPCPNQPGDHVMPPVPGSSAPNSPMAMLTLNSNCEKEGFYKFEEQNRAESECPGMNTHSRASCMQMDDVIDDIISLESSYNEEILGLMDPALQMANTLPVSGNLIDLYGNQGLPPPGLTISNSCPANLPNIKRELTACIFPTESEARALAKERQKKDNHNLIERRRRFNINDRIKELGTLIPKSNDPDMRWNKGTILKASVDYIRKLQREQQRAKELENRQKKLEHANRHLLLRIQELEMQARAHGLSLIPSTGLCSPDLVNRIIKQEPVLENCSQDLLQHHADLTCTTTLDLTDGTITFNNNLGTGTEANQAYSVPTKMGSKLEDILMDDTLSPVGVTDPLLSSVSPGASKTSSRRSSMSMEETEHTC
# GPR151 activ: activators of human GPR151. Q8TDV0. PathHunter beta-arrestin GPR151 cells, luminescence. activation, % at 11.2 µM. actives 1% (n = 650,000). AID 1508602; in the data active = activation above about 4.9%;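 also: 0% = median of compound wells and 100% = cells with positive control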
# Target sequence (Q8TDV0 whole entry, looked up): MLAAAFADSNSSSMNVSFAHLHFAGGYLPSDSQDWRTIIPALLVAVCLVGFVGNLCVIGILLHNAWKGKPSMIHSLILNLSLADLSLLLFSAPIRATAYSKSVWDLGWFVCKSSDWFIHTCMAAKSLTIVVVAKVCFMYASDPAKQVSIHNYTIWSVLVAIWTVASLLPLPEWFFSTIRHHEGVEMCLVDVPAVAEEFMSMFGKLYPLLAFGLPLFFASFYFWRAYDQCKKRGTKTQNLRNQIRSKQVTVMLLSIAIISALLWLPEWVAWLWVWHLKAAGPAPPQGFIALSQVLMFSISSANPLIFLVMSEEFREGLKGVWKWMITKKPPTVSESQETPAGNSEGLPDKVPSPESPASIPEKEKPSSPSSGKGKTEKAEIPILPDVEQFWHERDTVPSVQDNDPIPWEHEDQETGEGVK
# * hit, by the source's call; . = not tested or not shown.
SMILES,TEAD-YAP block,FBW7 act,MITF inh,GPR151 activ
CCCN1C(=O)/C(=C\c2nc3ccccc3c(=O)n2CCCO)c2ccccc21,-9,1.1,8,-1.3
COC(=O)c1ccc(CSc2ncnc3c2nnn3-c2ccc(F)cc2)o1,-4,0.0,7,-0.7
O=C(NCC(c1cccs1)N1CCc2ccccc21)c1ccc(F)cc1 (stereo unspecified),1,1.7,5,-0.6
O=S1(=O)CC(O)C(NC2CCNCC2)C1 (stereo unspecified),-23,0.1,9,2.3
O=S(=O)(c1ccc(F)cc1)N1CCSC1c1ccccc1 (stereo unspecified),-10,0.0,-8,1.4
CCC(=O)Nc1nc(C2CCCCC2)cs1,-28,-0.1,9,0.3
CCOC(=O)C1=C(C)NC2=C(C(=O)C(C(=O)OC)C(C)C2)C1c1cccc(OCC)c1 (stereo unspecified),-1,0.1,-3,1.0
CC(C)(C)OC(=O)N1CCN(c2ccnc(Cl)n2)CC1,3,0.0,0,1.3
CCOC(=O)c1ccc(-c2ccc(/C=N/n3c(C)nnc3C)o2)cc1,-43,0.2,10,-1.1
CCCCSc1nnc2c(n1)OC(c1ccccc1)Nc1ccccc1-2 (stereo unspecified),-36,0.6,15,-1.1
O=C(NCc1ccccn1)c1ccc(Cl)cc1,-13,-0.3,0,-0.1
Cc1cc(N)ccc1NC(=O)CN1CCCC1,5,-0.1,67*,0.0
CCOC(=O)C1C(=O)CC(C)(O)C(C(=O)OCC)C1c1ccc(Br)o1 (stereo unspecified),1,-0.1,3,0.2
COc1ccc(S(=O)(=O)NCc2c(-c3ccccc3)noc2C)c(OC)c1,-8,-0.1,-7,-1.4
NC(=O)C1(N2CCCCC2)CCN(C2OC(=O)c3ccccc32)CC1 (stereo unspecified),3,-0.1,-6,-0.5
CCOC(=O)c1ccc(NC(=O)C(C)Oc2ccc(Br)cc2)cc1 (stereo unspecified),3,-0.2,8,-0.7
O=C(Nc1ccc2[nH]c(=O)[nH]c2c1)c1cc2c(=O)n3ccccc3nc2s1,-9,0.3,1,-1.0
CCN1CCN(C(=O)c2cccc(C)c2)CC1,0,0.0,15,-0.6
CC(=O)Nc1cccc(/C(C)=N/NC(N)=S)c1,13,-0.1,6,-0.7
COC(=O)C1=C(N)N(c2ccc(S(N)(=O)=O)cc2)C2=C(C(=O)CCC2)C1c1cccc([N+](=O)[O-])c1 (stereo unspecified),7,-0.1,-4,1.6

# 2 of these compounds, reformatted:
# Value order: TEAD-YAP block	FBW7 act	MITF inh	GPR151 activ
> CCC(=O)Nc1nc(C2CCCCC2)cs1
  -28	-0.1	9	0.3
> O=C(NCC(c1cccs1)N1CCc2ccccc21)c1ccc(F)cc1 (stereo unspecified)
  1	1.7	5	-0.6

# Some of the entries so far, with bars between the fields:
Compound | TEAD-YAP block | FBW7 act | MITF inh | GPR151 activ
CC(=O)Nc1cccc(/C(C)=N/NC(N)=S)c1 | 13 | -0.1 | 6 | -0.7
CCC(=O)Nc1nc(C2CCCCC2)cs1 | -28 | -0.1 | 9 | 0.3
COC(=O)C1=C(N)N(c2ccc(S(N)(=O)=O)cc2)C2=C(C(=O)CCC2)C1c1cccc([N+](=O)[O-])c1 (stereo unspecified) | 7 | -0.1 | -4 | 1.6
O=S(=O)(c1ccc(F)cc1)N1CCSC1c1ccccc1 (stereo unspecified) | -10 | 0.0 | -8 | 1.4
CCOC(=O)c1ccc(-c2ccc(/C=N/n3c(C)nnc3C)o2)cc1 | -43 | 0.2 | 10 | -1.1

# The main list resumes; the 2 compounds before the break are reprinted first.
SMILES,TEAD-YAP block,FBW7 act,MITF inh,GPR151 activ
CC(=O)Nc1cccc(/C(C)=N/NC(N)=S)c1,13,-0.1,6,-0.7
COC(=O)C1=C(N)N(c2ccc(S(N)(=O)=O)cc2)C2=C(C(=O)CCC2)C1c1cccc([N+](=O)[O-])c1 (stereo unspecified),7,-0.1,-4,1.6
O=C(CCC(=O)Nc1ccccc1)NCCc1ccccc1,8,0.5,22,-1.1
CC1=C(C(=O)OC(C)C)C(c2cccc(Br)c2)NC(=S)N1 (stereo unspecified),-3,-0.3,3,-0.4
CC1(C)OC(=O)C(=CNC(Cc2cnc[nH]2)C(=O)O)C(=O)O1 (stereo unspecified),8,0.1,5,0.4
C=CCc1cc(/C=c2/sc3n(c2=O)C(c2ccc(Cl)cc2)C(C(=O)OCC)=C(C)N=3)cc(OC)c1O (stereo unspecified),-3,0.0,3,0.4
Cc1ccc(-n2c(=O)c3oc4ccccc4c3n(CC(N)=O)c2=O)cc1,-4,-0.1,54*,5.5*
O=C(CCC1CCCN(C(=O)CCCc2ccccc2)C1)N1CCN(c2ccccn2)CC1 (stereo unspecified),5,0.0,1,-0.3
COc1ccc(CN2CCN(S(=O)(=O)c3ccc(F)cc3)CC2)cc1OC,5,0.6,53*,-2.1
CCCNC(=O)c1ccc(CNC(=O)c2ccc(OC)c(OC)c2)cc1,0,-0.1,6,-1.3
O=C(O)COc1coc(CN2CCN(c3cccc(Cl)c3)CC2)cc1=O,5,-0.1,-14,-1.7
C/C(=N\NC(=O)c1ccccc1C)c1cccc(N)c1,-32,0.0,-9,-0.5
CCOc1ccc(NC(=O)CSc2nnc3n2CCN3c2ccc(OC)cc2)cc1,-2,0.0,4,0.8
O=C(O)c1ccc(N2N=C(C(F)(F)F)/C(=C/c3ccc4c(c3)OCO4)C2=O)cc1,3,0.4,1,-0.7
Cc1ccccc1NC(=O)CSc1nc2ccc(N)cc2s1,-3,-0.1,9,-1.8
CC(C)c1cc(C(=O)N2CCCC(C(=O)c3ccc4ccccc4c3)C2)nc(N)n1 (stereo unspecified),6,0.1,5,-0.1
O=C(NCC1CCC2(CCN(C(=O)c3ccc(F)cc3)CC2)O1)c1cc2ccccc2o1 (stereo unspecified),17,0.2,13,-0.3
O=C(c1cccs1)N1CCN(S(=O)(=O)N2CCOCC2)CC1,4,0.2,16,-0.5
NC(=O)C1CCN(Cc2cccc(Cl)c2)CC1,7,0.4,40,5.1*
Cn1c(=O)c2c(nc(Sc3nnc(N)s3)n2C)n(C)c1=O,-3,0.0,-1,0.1
CC(=O)c1ccc(COc2ccccc2Cl)cc1,-54,0.3,0,-2.9
O=C(c1cnn2cccnc12)N1CCOc2ccc(CN3CCc4ccccc4C3)cc2C1,4,0.1,-5,0.7
C/C(=N\Nc1nc(C)cc(C)n1)c1cccs1,-24,-0.2,10,-1.9
CCOc1cccc(C(=O)Nc2ccc(NC(=O)c3ccco3)c(OC)c2)c1,-10,0.0,1,0.3
CCOC(=O)c1sc2nc(C)nc(N3CCN(c4cccc(Cl)c4)CC3)c2c1C,15,-0.2,10,0.2
O=C(Nc1ccnc(=O)[nH]1)c1cc2ccccc2oc1=O,0,0.2,9,-0.2
O=C(O)c1ccccc1SC(C(=O)O)C(=O)O,-1,0.1,29,-0.7
Cc1cccc2cc(CC3CC(c4ccccc4)=NN3C(=O)CCC(=O)O)c(Cl)nc12 (stereo unspecified),9,0.5,6,-0.2
Cc1ccnc(SCc2nc3ccccn3c2Br)n1,-31,0.5,18,15*
CCCCNS(=O)(=O)c1ccc(NS(=O)(=O)c2ccc(F)cc2)cc1,18,-0.1,0,-0.4
COC(=O)c1c(NC(=O)C2c3ccccc3Oc3ccccc32)sc2c1CCCC2,9,0.1,10,0.7
Oc1ccccc1-c1nc2c3c4c(sc3ncn2n1)CCCC4,2,-0.1,-9,2.6
O=C(Cc1ccccc1)NNC(=O)Nc1ccc(Cl)c(Cl)c1,13,0.0,2,-0.1
COc1ccccc1OCc1nc(-c2cccc([N+](=O)[O-])c2)no1,5,-0.1,9,-0.6
Cc1cc(NC(=O)CO/N=C/c2cccc(Oc3ccccc3)c2)no1,0,0.3,5,0.2
O=C(NC1CC1)c1ccc(-c2cc(NCc3nc4ccccc4[nH]3)ncn2)cc1,-12,-0.3,8,1.6
CCN(CC)C(=O)/C(=C\c1ccc(N(C)C)cc1)NC(=O)c1ccccc1,-1,0.1,-2,0.6
Cc1ccc(C(=O)NCC2Cc3cccc(-c4nc(C)cnc4C)c3O2)c(C)c1 (stereo unspecified),1,-0.1,12,-0.6
O=C(NCc1ccccc1Cl)C1CCN(c2ccc(-c3ccco3)nn2)CC1,-13,-0.3,-7,0.0
CCOc1ccc(N2C(=O)CC(N3CCN(c4cccc(Cl)c4)CC3)C2=O)cc1 (stereo unspecified),5,0.8,6,-1.6
Cc1ccc2c(c1)N(CC(=O)Nc1ccc3c(c1)OCO3)C(=O)CO2,2,-0.2,-5,1.0
CCOC(=O)c1nnn(-c2nonc2-n2cccc2)c1-c1cccc([N+](=O)[O-])c1,-9,0.0,8,0.5
Cc1cc(C[n+]2ccsc2N)c2ncccc2c1,5,0.0,-12,1.8
FC(F)(F)C(Oc1nc(N2CCCCC2)nc(N2CCN(c3cccc(Cl)c3)CC2)n1)C(F)(F)F,-4,0.0,3,0.7
Cc1cc(C)c(S(=O)(=O)N2CCN(C(=O)CCn3nc(C)c(Br)c3C)CC2)c(C)c1,-2,0.3,11,3.1
COCC(C)NC(=O)CSc1nc2c(cnn2-c2ccccc2)c(=O)[nH]1 (stereo unspecified),6,0.1,12,0.0
CN(C)CCCNC(=O)c1cc(-c2ccc(Br)s2)nc2ccccc12,-10,0.0,-11,1.3
COc1ccc(C2CC(=O)C3=C(C2)NC(C)=C(C(=O)OCc2ccccc2)C3c2ccc(C)cc2)cc1 (stereo unspecified),10,0.3,6,1.9
Cc1cnc(C(=O)OCc2cc([N+](=O)[O-])cc3c2OCOC3)cn1,-9,0.0,-9,0.1
Nc1c(C(=O)NCc2ccccc2Cl)nnn1Cc1ccc(Br)cc1,13,-0.2,-2,1.3
COc1ccc(/C=N/NS(=O)(=O)c2ccccc2)cc1Br,13,-0.1,-1,1.2
COC(=O)c1cc(NC(C)=O)c(Cl)c(NC(C)=O)c1,4,0.1,26,-1.3
CCC(/C=C1\Sc2ccccc2N1CC)=C\c1sc2ccccc2[n+]1CC,82*,-0.3,44,0.3
COc1ccc(CNS(=O)(=O)c2ccc(OC)c(Cl)c2)cc1,-10,0.2,17,-2.0
COc1cc(OC)cc(C(=O)NC2CCCCCC2)c1,-4,0.8,0,0.6
O=C1CCCN1CCCNc1nc(Nc2ccc(C(F)(F)F)cc2)nc2c1ncn2-c1ccsc1,12,0.1,5,0.1
O=C(NC1CCCC1)c1csc2c1CCCCC2,-16,-0.4,-5,-0.2
O=C(NCC1CCCO1)c1ccc2nc(-c3ccccc3)c(-c3ccccc3)nc2c1 (stereo unspecified),9,-0.2,-4,-0.3
COc1ccccc1N1CCN(c2ccc3ccccc3n2)CC1,17,0.0,9,0.0
COc1ccc(CCNC(=O)C2CC(=O)N(C3CCCCC3)C2)cc1OC (stereo unspecified),14,0.6,8,0.1
CC(C)(C)C(=O)N1CCN(c2ccc(Nc3ccccn3)nn2)CC1,1,-0.9,12,-1.6
CCc1ccccc1N(CC(=O)NC(C)(C)C)C(=O)CCC(=O)Nc1cc(C)ccn1,7,-0.1,3,0.9

# Continuation:
SMILES,TEAD-YAP block,FBW7 act,MITF inh,GPR151 activ
CCN(CC)c1nc(N)c(C#N)c(C(C#N)Cc2ccccc2)c1C#N (stereo unspecified),1,-0.1,9,3.3
CC(C(=O)N1CCCC1)N1CCN(c2ncccn2)CC1 (stereo unspecified),-43,1.1,19,-0.9
COc1ccc(OC)c(NC(=O)CN(Cc2ccccc2)S(=O)(=O)c2ccc(C)cc2)c1,-8,-0.1,-2,0.6
Cc1nc(NC(=O)c2ccc([N+](=O)[O-])cc2Cl)sc1C,-33,-0.1,4,0.2
O=C(O)COc1ccc(S(=O)(=O)Nc2ccccc2)cc1,0,1.0,12,-0.7
COc1cc(-c2nc3ccccc3s2)cc(Cl)c1OCC(N)=O,-38,0.7,16,1.7
COc1ccc(C(=O)COC(=O)C23CC4CC(CC(O)(C4)C2)C3)c(OC)c1,3,0.0,12,-0.2
Cc1cccc(C)c1NC(=O)CN1C(=O)COc2ccccc21,-9,0.1,-2,-0.7
COc1ccccc1/C=N/Nc1nccnc1Cl,-41,-0.4,4,-5.5
COc1ccc(OC)c(CNc2sc3c(c2C(=O)Nc2cc(OC)ccc2OC)CCCC3)c1,-2,0.0,-16,3.1
CCC(c1nnc(SCC(=O)Nc2nnc(-c3ccccc3)o2)o1)N(C)C (stereo unspecified),5,0.0,2,-1.8
CCCCCC(=O)CC[C@@H]1[C@@H](C/C=C\CCCC(=O)OC(C)C)[C@@H](O)C[C@H]1O,.,.,8,0.2
O=C1CCCC2=C1C(c1cn[nH]c1-c1ccc(F)cc1)C1=C(CCCC1=O)O2,49*,0.0,-8,-1.0
O=C(NCC1COC2(CCCC2)O1)Nc1ccccc1 (stereo unspecified),-9,-0.2,-17,-0.8
CC(C)(C)NC(=O)N1c2ccccc2CC1C(N)=O (stereo unspecified),2,0.1,2,-1.5
COc1ccc(C(=O)NC(=S)NNC(=O)C2CCCCC2)cc1Br,-1,-0.1,1,0.0
CCCc1ccc(OCC(O)CNC(C)(C)C)cc1 (stereo unspecified),5,0.3,12,-0.2
Cc1cc(C)c(CSc2nnc(C)s2)c(C)c1,-6,-0.1,10,1.8
COc1ccc(OC)c(Nc2ccc(C(=O)O)cc2N)c1,-27,-0.1,6,0.9
Cc1ccccc1Cn1c(C)c(CNC2CCC(C)CC2)c(C(=O)O)c1C (stereo unspecified),0,0.1,14,0.3
Cc1c(C(=O)Oc2ccc3c(c2)OCO3)cc([N+](=O)[O-])cc1[N+](=O)[O-],11,-0.3,32,0.1
